Screening data from PubChem.
Shn3 3UTR inh – reduction of Shn3 3'UTR firefly luciferase signal, primary screen, Schnurri-3 inhibitor project, cell-based, Clone20 osteoblasts, set 2 | Clone20 osteoblast Shn3 3'UTR firefly luciferase, 24 h | inhibition, % at 12.5 µM | 0.52% of 360,000 active | AID 588674, 2011;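 active = mean inhibition of at least 75% with every replicate also reaching 75%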;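 note: 0% = median of neutral control wells and 100% = pilot-screen positive control compound; some compounds past the cut are filed as inactive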
SRC3 inh – SRC3 coactivator transcriptional activity inhibitors, primary screen, cell-based, luminescence. Nuclear receptor coactivator 3 (Homo sapiens), Q9Y6Q9. HEK293 GAL4-SRC3 luciferase reporter. inhibition, % at 3.6 µM. 0.17% of 360,000 active;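 active = inhibition above a per-campaign cutoff, the mean of all compounds plus 3 SD, cut at about 60% in these data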;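 note: 0% = DMSO-treated cells and 100% = gossypol-treated cells at 36 µM; higher means less SRC3-driven luciferase light from the GAL4 reporter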
NR2F2 inh – NR2F2 transcriptional activity inhibitors, primary screen, cell-based, luciferase reporter, HEK293T, luminescence | HEK293T NGFI-A luciferase reporter | inhibition, % at 8.6 µM | 0.7% of 370,000 active | AID 686940, 2013;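 active = inhibition above a per-plate cutoff, mean inhibition of test wells between control levels plus 3 SD, cut at about 38% in these data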;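 note: cells cotransfected with COUP-TFII expression vector driving the NGFI-A reporter; 0% = median of COUP-TF2 test wells and 100% = reporter-only cells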
LMP1 NFkB inh – EBV LMP1-driven NF-kappaB luciferase reporter inhibitors, primary screen, cell-based, luminescence, single point | inhibition, % at 12.5 µM | LMP1-induced NF-kappaB luciferase reporter cells | 0.69% of 350,000 active; in the data active = inhibition above about 41%;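 note: 0% = neutral control wells and 100% = reference inhibitor control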
CF NFkB block – inhibitors of PAF-induced NF-kB signaling, primary screen, cell-based, GFP fluorescence, uHTS; KKLEB NF-kB-GFP reporter, GFP fluorescence overnight; inhibition, % at 5 µM; 0.86% of 360,000 active;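 active = at least 50% inhibition at 5 µM, scaled per plate between neutral and stimulator controls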;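 note: PAF is a Pseudomonas aeruginosa culture filtrate used as stimulus; plate controls were PAF-stimulated DMSO wells for no effect and unstimulated DMSO wells for full effect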
KKLEB cytotox – cytotoxicity in KKLEB CF airway cells, primary screen, cytotoxicity control for CF NF-kB inhibitor project, cell-based, uHTS, fluorescence assay plates; 0.36% of 360,000 active; AID 602141, 2011; KKLEB CF airway cells viability, ATPlite luminescence, overnight; hits give low values; cells stimulated with P. aeruginosa culture filtrate; activity change (cytotoxicity), % at 5 µM;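 active = corrected activity change at or below -50% at 5 µM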
LRH-1 inv ag – LRH-1 (NR5A2) inverse agonists, primary screen, cell-based, luminescence, HEK293T, StAR-luciferase reporter; LRH-1 transfected, 24 h; Nuclear receptor subfamily 5 group A member 2 (Homo sapiens), O00482; inhibition, % at 3.6 µM; 0.13% of 360,000 active;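 active = inhibition above the mean inhibition of all tested compounds plus 3 SD, cut at about 73% in these data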;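 note: 0% = DMSO wells and 100% = reporter-only cells lacking LRH-1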
NCOA1 inh – SRC1 coactivator transcriptional activity inhibitors, primary screen, cell-based, luminescence | Nuclear receptor coactivator 1 (Homo sapiens), Q15788 | HEK293 GAL4-SRC1 luciferase reporter | inhibition, % at 3.6 µM | 0.12% of 360,000 active | AID 588354, 2011;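 active = inhibition above the campaign mean plus 3 SD, with each screening campaign given its own cutoff, cut at about 60% in these data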;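 note: 0% = DMSO treated cells and 100% = gossypol at 36 µM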
Target sequence (Q15788 whole entry, looked up, the tested form may be a part): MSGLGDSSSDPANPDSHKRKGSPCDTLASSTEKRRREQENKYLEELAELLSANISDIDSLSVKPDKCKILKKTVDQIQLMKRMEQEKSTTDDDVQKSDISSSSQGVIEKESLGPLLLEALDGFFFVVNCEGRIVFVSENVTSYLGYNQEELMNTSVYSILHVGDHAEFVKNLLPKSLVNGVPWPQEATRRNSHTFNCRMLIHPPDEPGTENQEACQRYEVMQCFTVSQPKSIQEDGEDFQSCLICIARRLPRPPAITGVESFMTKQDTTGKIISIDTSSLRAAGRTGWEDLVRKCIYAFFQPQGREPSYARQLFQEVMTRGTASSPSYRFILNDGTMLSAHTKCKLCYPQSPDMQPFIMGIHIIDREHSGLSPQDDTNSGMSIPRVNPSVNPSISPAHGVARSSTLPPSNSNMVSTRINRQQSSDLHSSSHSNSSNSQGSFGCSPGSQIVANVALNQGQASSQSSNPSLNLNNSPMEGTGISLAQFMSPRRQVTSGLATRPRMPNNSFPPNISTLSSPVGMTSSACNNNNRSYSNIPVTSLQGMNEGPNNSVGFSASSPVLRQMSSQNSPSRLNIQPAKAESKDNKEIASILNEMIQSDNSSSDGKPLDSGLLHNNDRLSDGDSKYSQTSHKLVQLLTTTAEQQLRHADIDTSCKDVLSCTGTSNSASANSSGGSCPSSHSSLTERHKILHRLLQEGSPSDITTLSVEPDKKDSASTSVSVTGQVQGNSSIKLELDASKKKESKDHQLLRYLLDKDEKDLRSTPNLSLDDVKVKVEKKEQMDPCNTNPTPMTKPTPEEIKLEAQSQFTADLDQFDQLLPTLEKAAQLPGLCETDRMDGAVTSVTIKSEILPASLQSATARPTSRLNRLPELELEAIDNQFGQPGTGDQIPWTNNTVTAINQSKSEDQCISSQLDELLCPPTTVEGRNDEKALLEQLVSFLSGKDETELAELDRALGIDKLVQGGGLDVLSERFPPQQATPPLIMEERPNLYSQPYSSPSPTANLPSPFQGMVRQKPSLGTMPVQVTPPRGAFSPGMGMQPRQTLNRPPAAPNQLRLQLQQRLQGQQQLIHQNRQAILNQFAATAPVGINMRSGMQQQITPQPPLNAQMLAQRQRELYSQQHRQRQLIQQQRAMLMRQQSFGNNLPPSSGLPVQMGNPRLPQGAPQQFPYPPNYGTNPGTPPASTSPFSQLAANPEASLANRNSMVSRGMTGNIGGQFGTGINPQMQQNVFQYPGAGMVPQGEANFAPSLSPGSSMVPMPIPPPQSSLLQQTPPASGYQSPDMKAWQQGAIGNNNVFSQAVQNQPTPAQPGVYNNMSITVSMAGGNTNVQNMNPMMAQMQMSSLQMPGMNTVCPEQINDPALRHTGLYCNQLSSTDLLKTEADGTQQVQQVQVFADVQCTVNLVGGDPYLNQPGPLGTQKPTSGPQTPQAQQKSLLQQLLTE
TWEAK Fn14 block – inhibitors of TWEAK-Fn14 signaling, primary screen, luciferase reporter cells, uHTS; inhibition, % at 10 µM; AID 1159606, 2016; 2% of 360,000 active; TWEAK-stimulated Fn14 reporter cells, luciferase luminescence, 8 h; in the data active = inhibition above about 50%
TROY signal inh – inhibitors of TROY-driven NF-kB signaling, primary screen, Q293 LMP1-TROYcd cells, NF-kB luciferase, uHTS; Q293 LMP1-TROYcd NF-kB luciferase reporter, 4 h; inhibition, % at 10 µM; 0.98% of 360,000 active;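 active = compounds whose plate-normalised and pattern-corrected inhibition of the luciferase reporter signal at the single screening dose is 50% or more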
C8 TRAIL sens – viability loss with TRAIL in NB7+C8 cells, primary screen, TRAIL sensitizer project, cell-based, ATPlite luminescence; inhibition (viability loss, TRAIL sensitization), % at 10 µM; 1% of 360,000 active; AID 624354, 2012;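 active = compounds causing at least 50% loss of cell viability in the single-dose screen, relative to plate controls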
The depositor's hits bear a star; · = no result given. Only part of the results is shown; rates above refer to the full screens.

SMILES	Shn3 3UTR inh	SRC3 inh	NR2F2 inh	LMP1 NFkB inh	CF NFkB block	KKLEB cytotox	LRH-1 inv ag	NCOA1 inh	TWEAK Fn14 block	TROY signal inh	C8 TRAIL sens
Cc1ccc(C(=O)OCC(=O)Nc2ccccc2N2CCOCC2)cc1	12	-8	2	-8	3	-7	-20	-9	-1	·	8
COc1ccc(/C=C(\NC(=O)c2ccc(OC)cc2)C(=O)Nc2ccccc2C(=O)O)cc1	-28	13	13	6	11	12	-5	14	36	-9	-10
Cc1ccc(-c2nc3c(c(=O)[nH]c(=O)n3Cc3ccccc3)n2C)o1	6	-4	1	-5	6	-16	-27	-24	2	24	-3
COc1ccccc1N1CCN(C(=O)c2ccc(-c3ccccc3)cc2)CC1	-11	-6	8	-2	21	-4	-41	-27	0	-20	-8
CCCCCOc1ccc(CSC2=NCCN2)cc1[N+](=O)[O-]	-45	-15	-8	-29	-12	3	-4	-33	-22	-32	9
CC(C)OCCCn1c(SC(C)C(=O)NCC2CCCO2)nc2cc(Cl)ccc2c1=O (stereo unspecified)	7	-3	9	9	15	-12	-8	-7	6	14	14
CC(C)C12CN3CC(C(C)C)(CN(C1)C31C(=O)Nc3ccccc31)C2=O (stereo unspecified)	-11	-9	-4	-1	-16	5	-2	-28	4	-12	-3
COc1cccc(NC(=S)Nc2ccc(F)cc2)c1	31	-18	5	-5	-21	9	-5	-14	7	-55	-12
CN(Cc1cnn(C)c1)C(=O)C1CCC(=O)N(Cc2ccc(Cl)cc2)C1 (stereo unspecified)	0	11	-12	-5	-7	12	6	-37	-1	9	-13
CCN(CC)CCN(C(=O)/C=C/c1cccs1)c1nc2ccc(F)cc2s1	-10	-31	-8	1	6	-9	-3	2	19	-42	32
CCOC(=O)CSc1cc(C(F)(F)F)nc(-c2ccccn2)n1	-19	8	12	-1	-3	6	-3	-24	-7	-20	16
CCOc1ccccc1C(=O)NCC(=O)N1CCC(C)CC1	-9	3	3	0	-60	17	-26	-1	2	-20	8
CC1CN(C(=O)CSc2ncnc3sccc23)CC(C)O1 (stereo unspecified)	-4	0	-5	17	-11	-5	-17	-17	-12	-14	-23
COCc1[nH]nc2c1C(c1cccc(OC)c1)C(C#N)=C(N)O2 (stereo unspecified)	-48	11	20	9	11	-3	6	-6	7	3	-1
COc1ccc(C2c3cc(OC)c(OC)cc3CCN2C2CC(=O)N(c3ccccc3)C2=O)cc1OC (stereo unspecified)	8	-9	-1	-9	6	-4	14	1	-23	-9	24
CCOc1ccc(CCNc2ccc3nnc(-c4ccccc4)n3n2)cc1OCC	40	2	-4	-8	-19	7	23	-23	29	-9	0
CC(C)n1cc(C(=O)N2CCCC(Nc3ccc(F)c(F)c3)C2)cn1 (stereo unspecified)	-29	-37	3	-4	-1	14	-5	-3	-32	-23	-3
O=C(c1ccccc1)C1C(c2ccccc2)C1[N+](=O)[O-] (stereo unspecified)	9	-15	3	-6	-35	16	9	-31	26	0	24
CCC(=O)N1CN(S(=O)(=O)c2ccc(C)cc2)CC1C (stereo unspecified)	-13	10	7	1	-9	17	14	2	14	-11	-10
CCn1cc(C(=O)N2CCn3c(nc4ccccc43)C2)c(=O)c2ccc(C)nc21	-14	10	8	-2	0	7	8	1	-5	2	-4
COCCn1c(SCC(=O)N2CC(=O)Nc3ccccc32)nc2ccccc21	3	4	-5	5	6	-2	12	-2	-1	0	4
CCc1ccccc1NC(=O)CSc1n[nH]c(-c2cccnc2)n1	6	4	-2	4	14	5	2	6	21	3	4
Cc1ccnc(SCC(=O)Nc2sc3c(c2C#N)CCCC3)n1	81	30	37	-11	6	-9	40	24	24	33	5
O=S(=O)(c1ccc(SCc2ccc(Br)cc2)nc1)N1CCCCC1	5	-1	-13	-10	-14	5	9	-7	-9	-20	25
Cc1ccc(-c2nc3s/c(=C\c4ccco4)c(=O)n3n2)cc1	1	-12	-4	-2	0	-8	-14	-17	24	21	11
CCOc1ccc(C(C)(C)C)cc1S(=O)(=O)n1nc(C)cc1C	-6	-6	-10	6	3	0	3	-158	1	10	3
O=C(NCc1cccs1)c1ccccc1F	-19	-4	5	5	-2	6	5	-9	8	8	-6
CCOC(=O)CNc1ccc(C(=O)OCC)cc1[N+](=O)[O-]	-3	23	-11	0	4	-18	10	-19	-15	-37	-11
O=C(NCc1cccnc1)c1ccc(Cl)c(S(=O)(=O)N2CCCCCC2)c1	63	14	11	8	16	-4	-2	9	12	2	14
CC12CCC(C(=O)N(CSC(=S)N/N=C\c3ccccc3)C1=O)C2(C)C (stereo unspecified)	-6	4	6	-2	11	3	12	-20	-9	-26	0

Ordered by heavy-atom count (smallest number first): 3 of the compounds above.
SMILES	Shn3 3UTR inh	SRC3 inh	NR2F2 inh	LMP1 NFkB inh	CF NFkB block	KKLEB cytotox	LRH-1 inv ag	NCOA1 inh	TWEAK Fn14 block	TROY signal inh	C8 TRAIL sens
CC12CCC(C(=O)N(CSC(=S)N/N=C\c3ccccc3)C1=O)C2(C)C (stereo unspecified)	-6	4	6	-2	11	3	12	-20	-9	-26	0
O=C(NCc1cccnc1)c1ccc(Cl)c(S(=O)(=O)N2CCCCCC2)c1	63	14	11	8	16	-4	-2	9	12	2	14
COCCn1c(SCC(=O)N2CC(=O)Nc3ccccc32)nc2ccccc21	3	4	-5	5	6	-2	12	-2	-1	0	4

Other results:
SMILES	Shn3 3UTR inh	SRC3 inh	NR2F2 inh	LMP1 NFkB inh	CF NFkB block	KKLEB cytotox	LRH-1 inv ag	NCOA1 inh	TWEAK Fn14 block	TROY signal inh	C8 TRAIL sens
CCCCn1nc(C(=O)Nc2nc3c(s2)CCCC3)c2ccccc2c1=O	15	12	-7	0	18	-24	-4	-1	-10	3	1
Cn1c(N)c(C(=O)COC(=O)CCCOc2ccc(Cl)cc2Cl)c(=O)n(C)c1=O	-9	7	-14	4	7	-7	0	-15	3	-17	-6
Clc1ccc(CN2CCSCC2)c(Cl)c1	-17	-5	-7	12	14	-1	0	-1	7	4	7
CC(C)(C)NCC(=Cc1ccccc1)C(=O)c1ccccc1	97*	56	72*	87*	4	-13	82*	51	99*	21	-23
CCOc1ccc(NC(=S)N(CCOC)C(C)c2ccco2)cc1 (stereo unspecified)	-7	9	0	1	5	-7	1	5	14	5	-8
CCN(CC)S(=O)(=O)c1cc(NC(=O)c2cc([N+](=O)[O-])ccc2N2CCOCC2)ccc1C	0	0	8	7	12	-9	-8	-5	-8	1	-14
CN(Cc1ccccc1N1CCCC1)C(=O)c1cc2cc(Cl)ccc2o1	64	0	-10	-5	4	-11	-2	-14	3	-13	19
CCn1c(O)c(/C=N/NC(=O)c2ccncc2)c(=O)n(CC)c1=S	-6	24	-5	6	-6	-5	11	-19	27	-9	-3
CCCc1c(C)nc2ccccc2c1SCCC#N	15	34	23	4	47	-10	-2	43	32	21	0
Cc1cc(=O)c2cc(Cl)ccc2[nH]1	-44	6	0	6	-14	5	-18	-1	1	5	16
COc1ccccc1S(=O)(=O)N(C)C[C@@H]1OCc2cn(nn2)CCCC(=O)N([C@@H](C)CO)C[C@H]1C	10	-4	2	-10	-6	2	-5	-27	9	-11	-19
COc1ccc(S(=O)(=O)N(C)[C@H]2C[C@H]3c4cc(Oc5ccccc5C)ccc4CCN3C(=O)[C@H]2[C@H](C)O)cc1	10	1	13	6	33	-19	-6	10	18	16	19
CN(C(=O)CSc1nnnn1-c1ccc(Cl)cc1)C1CCS(=O)(=O)C1 (stereo unspecified)	-46	-4	-2	-8	-14	-32	-30	-1	10	23	-21
COc1ccc(-c2nc(Cn3c(SCc4ccc(F)cc4)nc4ccncc43)c(C)o2)cc1OC	-53	-9	7	2	12	-9	13	-40	-8	-37	20
O=C(Nc1ccccc1[N+](=O)[O-])c1nc[nH]c1C(=O)NCCO	-2	-8	-15	-10	-4	8	-6	-12	-7	18	-7
CC(=O)NCCCc1c[nH]c2ccc(Cl)cc12	-7	6	3	-5	9	-1	8	-9	-27	-8	-9
CN(C)CCN(C(=O)c1ccc(S(=O)(=O)N(C)c2ccccc2)cc1)c1nc2cc3c(cc2s1)OCCO3	-52	-49	-9	-14	-6	-1	-32	-90	-18	-64	0
COc1ccc(C2SCC(C(=O)NCc3ccc(F)cc3)N2C(C)=O)cc1 (stereo unspecified)	-1	-10	10	7	-2	10	-18	-4	20	3	-10
O=C1CCc2cc(S(=O)(=O)N3CCN(Cc4ccc5c(c4)OCO5)CC3)ccc2N1	-2	19	8	10	9	-13	18	15	20	4	-18
CC1=Nc2ccccc2N=C(NC(=O)CN2CCN(c3ccc(F)cc3)CC2)C1c1ccccc1 (stereo unspecified)	8	-1	3	-15	13	0	-2	6	2	-2	-5
Cc1ccccc1Cn1cccc1/C=C1/C(=N)N2C=CSC2=NC1=O	16	-4	7	-10	-24	0	-12	-15	18	14	1
Cc1cc(C)c(C)c(S(=O)(=O)N2CCN(C(=O)CNC(=O)c3ccco3)CC2)c1C	-16	12	7	-12	-13	-4	0	6	-26	2	1
COC(=O)Cn1c(CN2CCN(c3ccc(F)cc3)CC2)nc2c1c(=O)n(C)c(=O)n2C	79	-3	·	7	-6	1	13	6	26	22	23
COc1ccc(C(C(=O)NC(C)(C)C)N(Cc2ccco2)C(=O)CCC(=O)Nc2cc(C)on2)cc1 (stereo unspecified)	6	5	4	1	14	-16	3	6	6	8	3
Cc1cc(=O)[nH]c(SCC(=O)N2CCc3ccccc3C2)n1	-14	-5	13	2	7	6	12	2	6	10	-6
CCN(CC)CCN1C(=O)C(=O)/C(=C(/O)c2ccc(S(=O)(=O)N3CCOCC3)cc2)C1c1ccccc1 (stereo unspecified)	-21	-2	-2	3	2	7	16	-21	29	-16	-2
C(CCN1CCOCC1)CN1CCOCC1	0	3	-8	·	13	-13	-5	13	-9	64*	2
CC(C(=O)Nc1cc(Cl)cc(Cl)c1)N1CCCC1 (stereo unspecified)	14	7	0	·	-2	-1	1	-20	-17	-2	7
CCCCNC(=O)c1onc(CSc2ccncc2)c1C(=O)NCCCC	18	8	1	-4	-6	3	8	-7	10	0	-7
O=C1c2ccccc2C(=O)N1CCCCN(C(=O)c1ccc([N+](=O)[O-])cc1)c1ccc(Cl)cc1	49	-9	-2	6	3	-3	18	7	6	-6	9
COc1ccc(NC(=S)Nc2ccc(OCc3ccccc3)cc2)c(OC)c1	8	-11	3	2	3	-2	16	3	-24	-28	8
CN(c1ccccc1)S(=O)(=O)c1cccc(Cl)c1Cl	20	16	-13	-12	1	2	-8	-9	-2	2	-2
O=C1NC(c2ccccc2O)Nc2ccccc21 (stereo unspecified)	-4	7	-9	3	-10	-8	-1	9	5	-4	-5
c1ccc(-c2onc3c2CCCC3)cc1	-9	3	-1	4	-11	9	10	-5	3	-33	5
